HDAC3 inhib = HDAC3 deacetylase inhibitors, primary screen, biochemical, fluorescence, cell-free homogeneous | inhibition, % at 8.3 µM | AID 2718, 2010 | recombinant HDAC3, fluorogenic peptide/trypsin coupled | Histone deacetylase 3 (Homo sapiens), O15379 | hit rate 0.15% among 320,000; in the data active = inhibition above about 26%, passing the limit was not always enough
hERG rescue = hERG rescue from dofetilide block, primary screen, cell-based, CHO-hERG, FluxOR thallium flux, dofetilide IC70. dofetilide IC70 present. activation (rescue from dofetilide block), less the hit threshold, % at 10 µM. hit rate 0.51% among 310,000;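 active = activation above the mean of controls blocked by dofetilide plus 5 SD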;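 also: thallium influx through hERG after potassium depolarization seen as dye fluorescence rise; in these data hits start at about 4.7%; inactives centre near -7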
RGS4 act = RGS4 potentiators or activators, primary screen, cell-based, HEK293 M3R inducible RGS4, calcium flux; carbachol calcium flux Fluo4; stronger effect = lower value; hit rate 0.92% among 310,000; AID 463111, 2010; B-score at 10 µM;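 active = B-score of the integrated calcium signal more than 4 SD below the library mean, with starting fluorescence not abnormally high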;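 also: negative B-score means reduced calcium response which marks RGS4 activation or potentiation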
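Material: Inducible-RGS4 HEK293 cells carrying M3 receptor; also added: carbachol at ECmax as muscarinic agonist stimulus; incubation: compound preincubation 20 min at room temperature before agonist; signal: Fluo4-AM (2 µM) calcium-flux fluorescence, kinetic read; measure: integrated calcium ratio converted to B score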
KCNK3 block = human KCNK3 channel inhibitors, primary screen, CHO cells, FluxOR thallium flux, B-score; B-score at 10 µM; hit rate 0.84% among 340,000; FluxOR fluorescence; stronger effect = lower value; Potassium channel subfamily K member 3 (Homo sapiens), O14649;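 active = B-score under library mean minus 4 SD, starting fluorescence ratio at most library mean plus 5 SD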;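 also: more negative B-score means stronger inhibition of thallium flux through KCNK3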
Target sequence (O14649 whole entry, looked up): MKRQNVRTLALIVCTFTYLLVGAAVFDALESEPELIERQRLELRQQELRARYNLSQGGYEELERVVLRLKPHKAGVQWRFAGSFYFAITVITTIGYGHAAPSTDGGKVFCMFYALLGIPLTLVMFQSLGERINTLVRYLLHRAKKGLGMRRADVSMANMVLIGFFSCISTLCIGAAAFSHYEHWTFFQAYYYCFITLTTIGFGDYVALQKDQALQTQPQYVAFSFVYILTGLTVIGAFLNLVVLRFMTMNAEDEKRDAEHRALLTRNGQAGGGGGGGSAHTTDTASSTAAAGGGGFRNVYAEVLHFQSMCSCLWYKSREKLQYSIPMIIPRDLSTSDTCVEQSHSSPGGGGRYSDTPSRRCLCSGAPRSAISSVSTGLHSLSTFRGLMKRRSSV
GSK3B inh = human GSK3beta kinase inhibitors, primary screen, biochemical, cell-free homogeneous, HTS; GST-GSK3beta kinase, ADP-Glo luminescence, 60 min; stronger effect = lower value; AID 2097, 2009; Glycogen synthase kinase-3 beta (Homo sapiens), P49841; activity score (negative = inhibition), % at 10 µM; hit rate 0.038% among 300,000;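 active = more than half of replicate wells score below -50%, meaning over 50% inhibition versus plate controls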;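 also: 0% = median DMSO wells and -100% = median GW8510 positive control wells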
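Test system – GST-tagged human GSK3beta kinase, cell-free · Incubation – 60 min enzyme reaction, room temperature · Signal – ADP-Glo luminescence · Also added – peptide substrate and ATP at 25 µM · Controls – DMSO neutral wells and GW8510 at 20 µM as positive · Buffer or medium – Tris/MgCl2 kinase buffer · Measure – Luminescence-derived activity versus plate DMSO and GW8510 wells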
PolyA inh = polyadenylation inhibitors in yeast reporter cells, primary screen, luminescence, S. cerevisiae | S. cerevisiae SKY197-pL101 polyadenylation reporter, beta-gal luminescence; efflux-impaired pdr1/pdr3 knockout yeast; score 100 = 6 SD above DMSO | calls only at 12 µM | hit rate 0.02% among 300,000 | AID 1875, 2009;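 active = lowest replicate activity score at least 50, where 100 means six control SD above control mean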;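 also: yeast exposed to compound for 9 h at 30 °C; higher score means more reporter readthrough which indicates perturbed polyadenylation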
KCNK9 block = KCNK9 potassium channel inhibitors, primary screen, HEK293 cells, thallium flux; FluxOR thallium flux fluorescence; stronger effect = lower value; hit rate 1.2% among 310,000; Potassium channel subfamily K member 9 (Homo sapiens), Q9NPC2; B-score at 10 µM;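 active = ratio B-score over 3 SD below the library mean, with starting fluorescence within 5 SD of its mean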;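 also: negative B-score means less thallium flux so channel inhibition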
DYRK1A inh = rat Dyrk1A kinase inhibitors, primary screen, biochemical, single point, plate reader; Dual specificity tyrosine-phosphorylation-regulated kinase 1A (Rattus norvegicus), Q63470; ADP-Glo luminescence, NFATc1 peptide; inhibition, % at 12.5 µM; hit rate 0.43% among 310,000; AID 504441, 2011; in the data active = inhibition above about 50%;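 also: plate controls were vehicle with enzyme for no effect and no enzyme for full effect; many of its hits are not listed in these tables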
GSK3 alpha inh = blockers of GSK3A enzyme activity – biochemical, luminescence, cell-free homogeneous, HTS, primary screen. AID 2650, 2010. hit rate 0.1% among 320,000. inhibition, % at 10 µM. GSK-3 alpha kinase, ADP-Glo luminescence, 60 min;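 in the data active = inhibition above about 50%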;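 also: GST-tagged GSK-3 alpha with peptide substrate and 25 µM ATP; 0% = DMSO neutral wells and 100% = GW8510 positive control wells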
Target sequence (P49840 whole entry, looked up): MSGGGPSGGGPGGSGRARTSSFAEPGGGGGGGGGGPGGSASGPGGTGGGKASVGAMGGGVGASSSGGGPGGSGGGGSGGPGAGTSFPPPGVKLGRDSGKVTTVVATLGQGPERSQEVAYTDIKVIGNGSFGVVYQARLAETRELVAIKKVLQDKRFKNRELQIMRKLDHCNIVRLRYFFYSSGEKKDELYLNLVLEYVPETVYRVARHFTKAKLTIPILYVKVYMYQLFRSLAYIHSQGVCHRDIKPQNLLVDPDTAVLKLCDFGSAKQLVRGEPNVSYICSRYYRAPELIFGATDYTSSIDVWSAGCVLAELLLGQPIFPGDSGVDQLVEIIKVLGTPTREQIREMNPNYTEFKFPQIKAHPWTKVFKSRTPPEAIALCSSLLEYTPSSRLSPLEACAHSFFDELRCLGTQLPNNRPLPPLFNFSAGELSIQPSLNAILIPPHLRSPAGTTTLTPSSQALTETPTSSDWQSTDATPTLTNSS
KCNQ1 act = potentiators or activators of KCNQ1 channel, primary screen, cell-based, thallium flux, high-throughput; CHO-K1 KCNQ1, thallium flux FluxOR fluorescence; stronger effect = higher value; B-score at 10 µM; hit rate 0.35% among 310,000; AID 2648, 2010;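 active = fluorescence ratio B-score, a plate-corrected score, at least three library SD, with initial intensity B-score within 5 SD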
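Doses: Single concentration per compound, DMSO matched to controls | Test system: KCNQ1-transfected CHO-K1 cells | Timing: 90 min dye loading and 20 min compound exposure, both at room temperature | Measured by: Kinetic FluxOR thallium fluorescence, 10-s 1-Hz baseline, 110-s post-stimulus read | Medium: Assay buffer with matched DMSO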
KCNQ1 inh = inhibitors of human KCNQ1 channel, primary screen, cell-based, thallium flux, high-throughput. B-score at 10 µM. Potassium voltage-gated channel subfamily KQT member 1 (Homo sapiens), P51787. AID 2642, 2010. hit rate 1.3% among 310,000. CHO-K1 KCNQ1, FluxOR thallium flux fluorescence; stronger effect = higher value;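 active = compounds whose thallium flux B-score, printed positive for inhibition, exceeds three library SD while starting fluorescence stays within three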;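 also: channel opened by potassium depolarization with thallium stimulus after 20 min compound exposure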
Numbers without * were called inactive; i = inactive; . = not tested or not shown. Only part of the results is shown; rates above refer to the full screens.

Every second line gives: HDAC3 inhib	PolyA inh	KCNK9 block	hERG rescue	RGS4 act	KCNQ1 inh	GSK3B inh	GSK3 alpha inh	DYRK1A inh	KCNQ1 act	KCNK3 block
1. O=C(C1CCC(CNc2c(N3CCCCC3)c(=O)c2=O)CC1)N1CCN(C2CCCCC2)CC1 (centres undefined)
→ .	i	i	-4.0	i	i	0.8	-0.3	1.7	i	i
2. O=C(NCCCN1CCOCC1)C(=O)c1c[nH]c2ccccc12
→ 6.5	i	i	-7.7	i	i	.	-1.7	-0.7	i	i
3. CCOC(=O)C(CCCCOc1cccc(CC)c1)C(=O)OCC
→ 11.6	i	i	-12.9	i	i	2.8	1.7	8.0	i	i
4. O=C(CO/N=C/c1c(Cl)cccc1Cl)NNC(=O)c1cccc(Cl)c1
→ -0.4	i	i	-1.2	i	i	5.8	-0.3	1.2	i	i
5. Cc1cc(C(=O)c2ccccc2)c(NC(=O)CCl)s1
→ 1.9	i	i	-14.2	i	i	-0.6	3.7	1.9	i	i
6. COc1cccc(C2(O)CCN(C(=O)C3CC3)CC2)c1
→ 4.1	i	i	-3.6	i	i	0.7	1.0	0.1	i	i
7. CN(C(=O)c1ccc2c(Cl)c3c(nc2c1)CCC3)c1ccccc1
→ -2.1	.	i	-13.4	i	i	0.0	1.5	3.4	i	i
8. N/C(=N\N=C\c1cccs1)SC1CC(=O)N(c2ccc(Br)cc2)C1=O (centres undefined)
→ -0.1	i	i	-2.3	i	i	2.0	-1.5	3.9	i	i
9. CN(C)c1ccc(NC(=O)Cn2ncn3c(cc4ccccc43)c2=O)cc1
→ -10.4	i	i	8.9*	i	i	0.9	-4.4	-0.1	i	i
10. CCCc1nc2ccc(NC(C)=O)cc2c(=O)n1Cc1ccc(Cl)cc1
→ 6.7	i	i	-10.0	i	i	-1.3	-0.7	-1.6	i	i
11. CCC(C)(C)n1nnnc1C(c1cccs1)N1CCCCC1 (centres undefined)
→ 3.5	i	i	-17.5	i	i	1.0	-3.1	-2.3	i	i
12. COc1ccc(N=Cc2[nH]c3ccccc3c2O)cc1
→ 1.1	i	i	-5.9	i	i	2.3	2.1	4.9	i	i
13. Cc1cc(C)nc(NNC2=CC(=[N+]3CCCCC3)CC(C)(C)C2)n1
→ 4.7	i	i	-12.9	i	i	-0.1	5.6	.	i	i
14. Cc1cccc(NC(=O)CSc2nc3ccccc3nc2N2CCCC2)c1C
→ 1.2	i	i	-12.4	i	i	0.9	1.5	1.5	i	i
15. CS(=O)(=O)c1ccc(N)c(SSc2cc(S(C)(=O)=O)ccc2N)c1
→ 10.7	i	i	-14.2	i	i	5.0	-5.2	1.2	i	i
16. CC(=O)c1ccc(NC(=O)c2ccc(CSc3ccccc3)o2)cc1
→ 6.0	i	i	-4.7	i	i	-2.5	1.9	-4.5	i	i
17. CCn1c(CSCc2ccc(C)cc2)nnc1SCC(=O)NCc1ccccc1
→ -0.6	i	i	-20.4	i	i	-0.9	-3.3	0.9	i	i
18. CC1CCN(C(C(=O)Nc2ccc3c(c2)OCO3)c2ccccc2)CC1 (centres undefined)
→ 6.6	i	i	-13.1	i	i	-0.5	0.2	1.6	i	i
19. Cc1cccc(NC(=S)NCc2ccc(F)cc2)c1
→ -6.8	i	i	-4.8	i	i	1.2	4.8	2.3	i	i
20. COc1cccc(CN2CC(C(=O)NCc3cnn(C)c3)CCC2=O)c1 (centres undefined)
→ 7.2	i	i	-14.0	i	i	-5.0	-3.8	2.9	i	i
21. Cc1oc2ccc(NS(=O)(=O)c3ccc(C(C)(C)C)cc3)cc2c1C(=O)Nc1ccccc1
→ 9.9	i	i	-11.9	i	i	-0.4	-2.4	3.2	i	i
22. CCCN(CC(=O)Nc1ccccc1C)C(=O)c1ccc(N2CCCC2)c([N+](=O)[O-])c1
→ 0.8	i	i	-17.0	i	i	3.3	1.3	9.8	i	i
23. Cc1cc(=O)n(CC(=O)NC2CC2)c2c1c(C)nn2-c1ccccc1
→ -0.9	i	i	-9.2	i	7*	-0.1	2.9	.	i	i
24. COc1ccccc1/C=C(/NC(=O)c1ccccc1)C(=O)NCCCn1ccnc1
→ 6.1	i	i	-3.3	i	i	7.1	-0.1	-4.1	i	i
25. O=C(NCCCn1ccnc1)C(Cc1ccc([N+](=O)[O-])cc1)N1C(=O)c2ccccc2C1=O (centres undefined)
→ -10.7	i	i	-11.8	i	i	-0.6	0.6	-3.1	i	i
26. COCc1cc(N2CCCC2)nc(-c2ccccc2)n1
→ 2.1	i	i	-3.9	i	i	-3.9	-2.0	-2.1	i	i
27. Cc1csc(NC(=O)c2ccc(C)s2)n1
→ 2.1	i	i	-4.0	i	i	-5.6	1.5	3.4	i	i
28. C=CCNC(=O)COc1ccc(Oc2ccccc2)cc1
→ 5.1	i	i	-5.6	i	i	-3.2	-1.7	-3.1	i	i
29. CCOC(=O)C1CCCN(C/C=C/c2ccccc2)C1 (centres undefined)
→ 7.7	i	i	-6.8	i	i	0.7	-1.7	5.2	i	i
30. O=C(Nc1nc2ccccc2s1)c1ccc(F)cc1
→ -7.3	i	i	-16.3	i	i	0.5	-3.5	7.5	i	i
31. CCCCOC(=O)Cn1c(=O)oc2ccc(C)cc21
→ 5.9	i	i	-20.8	i	i	2.3	-1.7	-0.3	i	i
32. Cc1ccc(C(=O)NCC(=O)OCC(=O)c2ccc(C)c([N+](=O)[O-])c2)cc1
→ 3.2	i	i	-9.4	i	i	1.2	-0.9	1.2	i	i
33. CC(C#N)On1c(SC(C)C#N)nc2ccccc2c1=O (centres undefined)
→ 1.3	i	i	-9.3	i	i	1.0	-0.9	5.1	i	i
34. COc1cccc(N(CC(=O)NCc2ccco2)C(=O)CCC(=O)Nc2nccs2)c1
→ -1.7	i	i	-12.3	i	i	-0.7	3.2	-3.4	i	i
35. O=C(Nc1cccc2ncccc12)c1ccco1
→ 0.8	i	i	-1.9	i	i	-0.9	-1.1	24.8	i	i
36. CN(C)C(=O)COn1c(SCC(=O)N(C)C)nc2ccccc2c1=O
→ -11.6	i	i	-8.1	i	i	0.1	0.8	5.7	i	i
37. CC(C)(C)c1cc(NC(=O)c2cccc(S(=O)(=O)N3CCOCC3)c2)no1
→ 14.8	i	i	-11.6	i	i	1.2	-2.2	9.3	i	i
38. Cc1cc(NS(=O)(=O)c2ccc(NC(=O)COc3c(C)cc(Br)cc3C)cc2)no1
→ 3.0	i	i	-11.7	i	i	-0.4	-2.6	-4.5	i	i
39. Cc1ccc(C(C[N+](=O)[O-])c2c(C)[nH]n(-c3ccccc3)c2=O)cc1 (centres undefined)
→ 5.4	i	i	-13.1	i	i	-0.4	4.4	1.6	i	i
40. Cc1ccc(S(=O)(=O)NCC(=O)N(CC(=O)NC(C)(C)C)Cc2ccc3c(c2)OCO3)cc1
→ 3.9	i	i	-1.4	i	i	1.8	-3.1	-0.1	i	i
41. CCOc1ccccc1NC(=O)CN1CCC(NC(=O)c2ccccc2C)CC1
→ -4.5	i	i	-15.1	i	i	2.0	0.4	0.4	i	i
42. Cc1nc2ncnn2c(C)c1CCC(=O)O
→ 1.0	i	i	-7.4	i	i	1.4	5.9	1.1	i	i
43. CC(=O)N(c1ccc(Cl)cc1)c1nc(C)cc(C)c1C#N
→ -2.6	i	i	-4.9	i	i	-0.6	-0.9	-0.9	i	i
44. O=C(CSc1nnc2c(Cl)cc(C(F)(F)F)cn12)N(Cc1ccccc1)Cc1ccccc1
→ 8.8	i	i	-11.5	i	i	2.1	-0.3	2.6	i	i
45. Cc1nnc(SCC(=O)c2c(N)n(C)c(=O)n(C)c2=O)[nH]c1=O
→ 1.8	i	i	-6.8	i	i	2.3	-3.2	-5.4	i	i
46. CCn1c(SCC(=O)NC2CCCCC2C)nnc1-c1ccc(OC)cc1 (centres undefined)
→ 0.4	i	i	-7.0	i	i	-2.9	-0.8	0.0	i	i
47. Oc1[nH]c2ccccc2c1N=NC(=S)NCC1CCCO1 (centres undefined)
→ 2.1	i	i	-6.5	i	i	-3.4	6.0	-0.4	i	i
48. CCc1nnc(NC(=O)Cc2c[nH]c3ccccc23)s1
→ -1.7	i	i	-9.0	i	i	0.9	-1.4	0.9	i	i
49. Cc1ccc(S(=O)(=O)N2CCC(C(=O)OCC(=O)N3CCC(C)CC3)CC2)cc1C
→ -0.7	i	i	-12.5	i	i	2.4	0.1	1.0	i	i
50. O=C1CN(C(=O)COC(=O)C23CC4CC(CC(O)(C4)C2)C3)c2ccccc2N1
→ 1.4	i	i	-9.3	i	i	-2.9	-1.1	0.7	i	i
51. Cc1c(C)c2cc(Cl)c(O)c(CN3CCCCC3)c2oc1=O
→ -118.5	i	i	3.0	i	i	-0.2	0.8	.	i	.
52. O=C(CN(Cc1ccc(Cl)c(Cl)c1)S(=O)(=O)c1ccccc1)N/N=C\c1ccc2c(c1)OCO2
→ 9.6	i	i	-8.3	i	i	-0.4	-3.2	-12.3	i	i
53. CNC(=O)c1ccc(=O)n(Cc2cccc(C(F)(F)F)c2)c1
→ 1.3	i	i	-6.5	i	i	-0.5	-2.4	0.0	i	i
54. Cc1nn2c3ccccc3n(Cc3ccccc3)c2nc1=O
→ 1.1	i	i	-1.6	i	i	-7.2	-0.8	0.5	i	i
55. CC(C)Cc1nc2sc3c(c2c(=O)n1N)CC(C(C)C)OC3 (centres undefined)
→ 3.7	i	i	-12.1	i	i	-3.1	3.9	-5.8	i	i
56. N#Cc1c(N2CCCC2)ccc(Br)c1Cl
→ 0.0	i	i	-6.6	i	i	1.5	0.0	22.3	i	i
